Ecoli viability = counter-screen for AddAB inhibitors: E. coli growth inhibition. E. coli V3065 growth, OD600 absorbance, 18 h. inhibition, % at 11.9 µM. 330,000 compounds, 0.27% hits;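 active means inhibition above the campaign's mean inhibition across all tested compounds plus 3 SD, cut at about 9.9% in these data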;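 further: uninfected addAB+ strain grown without phage in ampicillin broth; 0% = DMSO wells and 100% = ciprofloxacin 0.95 µg/ml wells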
PfHsp90 set2 = growth inhibition of yeast expressing Plasmodium Hsp90; inhibition, % at 9.4 µM; S. cerevisiae expressing PfHsp90, BacTiter-Glo ATP, 48 h; yeast lacking PDR1 and PDR3 efflux regulators; 310,000 compounds, 0.32% hits;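 active means every replicate shows inhibition above about 80%, whatever the replicate mean, limit read from the data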;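 further: 0% = DMSO neutral controls and 100% = 20 µM radicicol positive controls; yeast relying on Plasmodium falciparum Hsp90 in place of its own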
Wnt bcat act = Wnt/beta-catenin pathway activation; Wnt/beta-catenin reporter cell assay, activator, plate reader; activation, % at 9.35 µM; 300,000 compounds, 1.2% hits; AID 743398; in the data active means activation above about 30%, passing the limit was not always enough;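 further: 0% = neutral control wells and 100% = positive control wells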
AddAB inh = less growth of phage-infected E. coli with AddAB; E. coli expressing H. pylori AddAB, absorbance growth; inhibition, % at 11.9 µM; 330,000 compounds, 0.29% hits; AID 435030; in the data active means inhibition above about 12%;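 further: 0% = vehicle wells of infected cells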
CAL PDZ inh = blocks peptide binding to human CAL PDZ domain | Q9HD26 | purified CAL PDZ, TMR-peptide fluorescence polarization, 1 h | inhibition, % at 20 µM | 330,000 compounds, 0.02% hits | AID 504414;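 active means highest replicate inhibition of at least 40%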;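 further: plate controls were DMSO neutral control wells for no effect and unlabeled competitor peptide control wells for full effect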
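Test system: purified CerCALP PDZ construct; Compound dosing: one concentration, 20 µM compound; Also added: TMR-labelled reporter peptide T*-PRC34 bound in PDZ groove; Read-out: inhibition from polarization loss; Controls: unlabelled peptide and DMSO controls; Signal: FP readout, S and P plane fluorescence; Incubation: 1 h at RT.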
Tat transport = blocks Tat-dependent protein export in E. coli; E. coli MC4100 TorA-mCherry Tat export, fluorescence; inhibition, % at 10 µM; AID 488895; 340,000 compounds, 0.036% hits;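 active means mean replicate inhibition at least 50% and at least half of replicates individually reaching 50%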;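 further: exported cargo escapes ClpAP degradation while cytoplasmic cargo is degraded and loses fluorescence; 0% = median of neutral control wells and 100% = median of NaSCN control wells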
DAGLB inhibitor = blocks human DAGLB lipase activity; AID 504411; 340,000 compounds, 0.059% hits; inhibition, % at 5.17 µM; HEK293T DAGLB membrane lysate, EnzChek fluorogenic substrate; in the data active means inhibition above about 34%;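 further: 0% = enzyme with vehicle and 100% = wells lacking enzyme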
Target sequence (Q8NCG7 whole entry, looked up): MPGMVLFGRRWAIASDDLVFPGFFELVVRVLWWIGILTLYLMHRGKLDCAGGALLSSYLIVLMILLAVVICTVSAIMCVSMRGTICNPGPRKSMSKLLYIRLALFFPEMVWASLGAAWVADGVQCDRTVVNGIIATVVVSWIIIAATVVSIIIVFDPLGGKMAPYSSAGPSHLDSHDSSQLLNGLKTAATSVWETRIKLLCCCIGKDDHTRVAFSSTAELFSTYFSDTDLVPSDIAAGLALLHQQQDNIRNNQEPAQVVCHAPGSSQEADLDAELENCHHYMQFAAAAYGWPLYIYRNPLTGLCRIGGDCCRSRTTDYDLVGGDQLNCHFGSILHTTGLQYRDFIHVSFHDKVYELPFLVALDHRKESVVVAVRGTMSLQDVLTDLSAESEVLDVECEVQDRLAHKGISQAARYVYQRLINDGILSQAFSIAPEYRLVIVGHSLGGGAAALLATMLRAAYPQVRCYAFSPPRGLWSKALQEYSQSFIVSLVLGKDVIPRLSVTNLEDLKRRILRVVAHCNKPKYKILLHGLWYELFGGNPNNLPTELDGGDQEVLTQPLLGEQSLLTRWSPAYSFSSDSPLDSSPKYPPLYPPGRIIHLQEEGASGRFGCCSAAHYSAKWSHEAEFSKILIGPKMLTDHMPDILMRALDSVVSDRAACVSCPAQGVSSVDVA
Rtt109 Vps75 = blocks Candida albicans Rtt109/Vps75 acetyltransferase activity. 330,000 compounds, 0.16% hits. Q5AAJ8. purified Rtt109/Vps75, ThioGlo CoA-SH fluorescence, 4 h. AID 540336. inhibition, % at 34.9 µM;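 active means inhibition of at least 50% in every replicate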
Target sequence (Q5AAJ8 whole entry, looked up): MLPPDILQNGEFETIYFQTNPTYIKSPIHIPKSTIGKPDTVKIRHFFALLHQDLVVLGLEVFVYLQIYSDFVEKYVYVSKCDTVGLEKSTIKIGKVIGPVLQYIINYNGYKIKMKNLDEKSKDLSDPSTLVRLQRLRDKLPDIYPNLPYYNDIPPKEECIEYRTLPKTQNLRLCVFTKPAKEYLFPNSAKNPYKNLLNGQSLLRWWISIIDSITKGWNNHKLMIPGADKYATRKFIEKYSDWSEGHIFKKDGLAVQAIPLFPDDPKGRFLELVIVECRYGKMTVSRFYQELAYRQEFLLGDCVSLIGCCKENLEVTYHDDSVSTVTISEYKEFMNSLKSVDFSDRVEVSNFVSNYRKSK
PvdQ inh = P. aeruginosa PvdQ acylase inhibition; AID 488965; 340,000 compounds, 0.063% hits; inhibition, % at 10 µM; purified PvdQ acylase, fluorescence plate reader; in the data active means inhibition above about 30%, passing the limit was not always enough;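 further: 0% = vehicle neutral wells and 100% = reference inhibitor wells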
phage Ecoli inh = E. coli growth loss with phage present; growth absorbance; inhibition, % at 11.9 µM; 360,000 compounds, 0.26% hits; AID 651602; in the data active means inhibition above about 11%
* hit, by the source's call; x = not tested or not shown.

SMILES	Ecoli viability	PfHsp90 set2	Wnt bcat act	AddAB inh	CAL PDZ inh	Tat transport	DAGLB inhibitor	Rtt109 Vps75	PvdQ inh	phage Ecoli inh
COc1cc(/C=C(\C#N)C(=O)NCC2CCCO2)ccc1O (stereo not drawn)	2.4	-10	-1	4.9	-0.8	11	1	-8	-6	1.8
Cn1nc(C(=O)Nc2ccc3c(c2)OCCO3)cc1C(=O)O	-1.8	-1	x	1.4	-2.1	7	1	3	3	x
Cc1cccc(Cl)c1OCCN1CCCC1	0.7	-20	0	2.3	0.6	17	-2	-3	-3	-1.5
CCOC(=O)C1CCN(S(=O)(=O)c2ccc(Cl)cc2)CC1	-0.1	17	-2	-2.4	-1.1	-5	-6	1	2	4.3
Cc1c(C(=O)N(C)CC(=O)Nc2cccc(F)c2)oc2c(Cl)cccc12	-0.9	7	2	1.0	-1.5	-7	-10	x	11	2.2
Cc1ccccc1C(=O)Nc1cccc(C(=O)N/N=C/c2ccccn2)c1	-0.8	-12	4	1.4	-1.6	4	-1	-4	-18	0.1
O=c1ccn(Cc2ccccc2)c2ccccc12	0.2	x	-2	1.7	0.0	-6	-3	0	-3	0.9
CC(=O)Nc1ccc2nc(-c3ccccn3)[nH]c2c1	0.6	-2	36*	2.8	-0.8	-6	0	-6	0	1.8
COCc1nc(-c2ccc(-c3ccc(OC)cc3)nc2OC)no1	1.2	25	20	1.5	-2.0	-6	-9	8	6	3.6
CC1C(=O)NN=C1C(=O)N/N=C\C(Br)=C\c1ccccc1 (stereo not drawn)	x	13	16	x	0.5	-1	0	4	-12	5.7
O=C(NCc1ccco1)C1CCCN(S(=O)(=O)c2cnc[nH]2)C1 (stereo not drawn)	-1.8	5	-5	2.5	0.9	-1	0	-2	-9	-0.3
CC(C)C(NC(=O)OCc1ccccc1)C(=O)NCC(=O)OC(C)(C)C (stereo not drawn)	-0.2	-27	x	-8.3	-0.1	4	-1	-7	-11	2.0
COc1ccccc1Nc1nn2c(=O)c3ccc(C(=O)N4CCCCC4)cc3nc2s1	-2.1	-16	-2	0.6	-0.2	-6	-1	-1	-11	0.9
CCOC(=O)c1sc2ncnc(N3CCN(CC)CC3)c2c1C	3.4	-10	-3	2.8	x	-2	-4	1	-12	2.1
CCCCN(C(=O)c1ccccc1OCc1ccc(F)cc1)c1c(N)n(CC(C)C)c(=O)[nH]c1=O	2.0	-64	0	4.8	-2.6	0	2	11	13	-0.7
CNC(=O)n1cc(C)c(-c2cccs2)n1	-1.1	x	14	1.0	x	x	x	x	x	1.9
COc1ccc(C(=O)c2ccc(OC)c3cccc(O)c23)cc1OC	-0.1	-24	-1	1.0	-0.5	1	1	14	-18	1.2
Cc1ccc(NC(=S)N=Nc2c(O)n(C)c3ccc(S(=O)(=O)N4CCOCC4)cc23)cc1	x	-20	-7	x	-3.3	12	5	-13	-3	2.3
O=S(=O)(c1ccc(N2CCCCCC2)nc1)N1CCCC1	1.4	9	0	3.3	-1.4	5	-2	-1	-16	4.3
COc1cccc(N2C(=O)CC(N3CCc4ccccc43)C2=O)c1 (stereo not drawn)	-0.8	-32	-4	1.7	-1.6	-8	4	7	0	-0.3
Cc1ccccc1NC(=O)N1c2ccccc2CC1C (stereo not drawn)	-0.3	-14	9	5.0	-3.0	2	-3	x	-5	5.3
Cc1ccc(-n2c(SCC(=O)N3CCOCC3)nnc2-c2ccncc2)cc1	1.9	-4	1	-0.3	-2.8	5	-2	2	7	0.5
Cc1ccc(C)c(NC(=O)CN(C)C(=O)Cn2c(=O)oc3ccccc32)c1	-1.0	-12	-2	-0.7	-3.5	3	2	7	-17	2.2
COc1ccc(OC)c(N2C(=O)CC(Cc3ccc(C)cc3)C2=O)c1 (stereo not drawn)	-0.5	-4	-2	-1.0	-2.5	-2	-2	42	8	1.4
CCN(C(=O)Nc1ccccc1)c1ccccc1	-1.3	19	x	0.5	-0.5	-1	-1	9	3	3.9
Cc1ccsc1C(=O)NCc1ccc(Cl)cc1	1.2	x	6	3.8	x	x	x	x	x	3.0
CNS(=O)(=O)c1cccc(C(=O)OCC(=O)N2CCN(C(=O)c3ccco3)CC2)c1	1.1	10	3	1.5	-0.5	-5	-6	15	-1	2.4
CCCCn1c(N)c(N(CCOC)C(=O)CSc2n[nH]c(-c3ccc(C)cc3)n2)c(=O)[nH]c1=O	0.0	x	1	-0.9	-0.9	-8	3	-4	-6	-0.6
N#CCCN1CCN(C2=NC(=O)C(=C3CCCCC3)S2)CC1	-4.9	x	-1	-2.1	-0.7	1	1	4	-1	1.2
COc1ccc(NC(=O)c2cccc(-c3ccc(O)cc3)c2)cn1	1.3	-8	3	4.4	-5.5	0	-3	15	-9	2.3
O=C(NN1CCOCC1)c1ccccc1F	-0.3	-2	1	-0.8	-3.5	-1	-2	-7	-2	1.8
CC(C)(C)c1nc(Sc2ncccc2[N+](=O)[O-])n[nH]1	0.7	-2	0	4.8	-0.4	-7	0	-1	-18	2.4
COc1ccc(-c2[nH]ncc2CNC(C)CCn2cccn2)c(F)c1 (stereo not drawn)	0.1	-11	5	-0.8	-0.4	1	-4	1	-12	0.8
Oc1cncc(-c2cccnc2)c1	0.4	6	2	1.4	0.7	-2	-2	-3	-12	2.4
COc1ccc(OC)c(CCNC(=O)c2sc3nc4n(c(=O)c3c2C)CCC4)c1	-1.4	-25	4	0.4	-1.3	9	2	0	-13	2.9
O=C(COC(=O)c1ccccc1-c1nc2ccccc2s1)Nc1ccccc1C(F)(F)F	-1.6	6	-1	0.1	-0.7	-4	-2	12	4	1.4
CSc1cccc(NC(=O)NNC(=O)C2CCN(S(=O)(=O)N(C)C)CC2)c1	-0.3	15	0	2.5	-0.2	3	0	-10	-4	4.7
O=C(C(c1ccccc1)c1ccccc1)N(Cc1ccco1)C1CCS(=O)(=O)C1 (stereo not drawn)	2.3	5	0	1.9	-0.7	11	1	7	-8	-1.1
CC1CCCN(CC(O)COCc2ccccc2)C1 (stereo not drawn)	1.8	x	-5	0.0	-2.9	3	1	-13	-14	0.9
COC(=O)[C@@H](NC(=O)Nc1cc(Cl)ccc1C)C(C)C	0.8	-1	x	0.1	0.3	-11	-2	22	27	3.7
OC(COCC1CC=CCC1)Cn1cnc2ccccc21 (stereo not drawn)	-0.2	3	x	0.2	-0.4	-1	1	18	10	0.2
CC(=O)Nc1cccc(OCCCOc2cccc([N+](=O)[O-])c2)c1	x	50	-8	x	-3.5	-10	-2	12	-16	2.2
CCN1CCN(c2c(/C=C3\SC(=S)N(Cc4ccco4)C3=O)c(C)c(C#N)c(=O)n2C)CC1	-1.6	4	3	-1.9	-0.6	5	-27	2	-5	4.4
Cc1cccc2sc(NNC(=O)C3COc4ccccc4O3)nc12 (stereo not drawn)	-4.2	-28	-3	-2.9	-0.9	-8	2	9	-2	1.4
Cc1ccc(/C=N/NC(=O)CNC(=O)c2ccc(S(=O)(=O)N(C)C)cc2)o1	1.1	19	-2	0.8	-1.5	0	0	x	-12	4.5
COC(=O)c1nnn(-c2nonc2N)c1CSc1nc2ccccc2s1	-1.4	x	x	3.2	-0.6	-2	-1	-2	-17	3.3
O=C(O)CCCCCNc1ccc2nsnc2c1[N+](=O)[O-]	2.3	-18	x	6.2	0.5	-1	0	13	-10	1.5
O=C(NCc1ccccc1)c1ccc(NC(=O)c2ccccc2F)cc1	0.3	2	1	0.9	-2.3	0	-1	-9	1	-0.4
CC(C)Sc1nc2c(c(=O)n1-c1ccc(F)cc1)SCC2	3.1	-40	-8	1.3	-1.8	-2	-2	7	-14	2.3
Nn1c(SCC(=O)Nc2c(Cl)cccc2Cl)nncc1=O	-0.1	11	-1	0.0	-2.5	-1	0	-17	-1	1.4
O=C(CSc1ccc(Br)cc1)N1CCN(C(=O)c2ccco2)CC1	-0.4	12	0	2.7	-1.5	-2	1	4	-13	6.4
CSc1ccccc1NC(=O)COc1ccc2c(c1)OCO2	-1.5	-11	5	1.2	-0.3	4	-15	6	9	3.8
O=C(Nc1ccc2c(c1)OCO2)c1ccccc1SCC(=O)N1CCCC1	-0.3	x	x	1.7	x	-2	0	4	-9	2.8
COc1ncnc(OC)c1S(=O)(=O)NCc1ccccc1	-1.5	-3	1	0.6	-1.4	4	-3	7	0	0.7
COc1ccc(C2C(=O)c3ccccc3C2=O)cc1OC	2.3	-5	0	1.1	-2.0	-2	-3	14	3	5.2
CC(=O)NC(CC(=O)OCC(=O)c1c(N)n(CC(C)C)c(=O)n(C)c1=O)c1ccccc1 (stereo not drawn)	-0.4	-4	-5	0.3	-1.6	-3	2	x	-13	5.8
O=C(c1ccc(N2CCCS2(=O)=O)cc1)N1CCN(c2ccccc2)CC1	-2.3	0	1	3.7	-1.6	-5	3	0	-12	0.7
COCCSc1nnc(NC(=O)Cc2cccs2)s1	-1.6	7	x	2.8	-0.8	-8	1	4	-18	-0.2
Cc1ccc(Cn2c(=O)c3ccccc3n3nc(C)cc23)cc1	-2.9	x	-1	1.5	-0.2	9	-4	-1	-3	2.4

Laid out differently: 2 of the compounds above
Below each compound: Ecoli viability | PfHsp90 set2 | Wnt bcat act | AddAB inh | CAL PDZ inh | Tat transport | DAGLB inhibitor | Rtt109 Vps75 | PvdQ inh | phage Ecoli inh
Cc1ccc(Cn2c(=O)c3ccccc3n3nc(C)cc23)cc1
    -2.9 | x | -1 | 1.5 | -0.2 | 9 | -4 | -1 | -3 | 2.4
CC(C)Sc1nc2c(c(=O)n1-c1ccc(F)cc1)SCC2
    3.1 | -40 | -8 | 1.3 | -1.8 | -2 | -2 | 7 | -14 | 2.3

In the list so far, seven have fluorine.
SMILES	Ecoli viability	PfHsp90 set2	Wnt bcat act	AddAB inh	CAL PDZ inh	Tat transport	DAGLB inhibitor	Rtt109 Vps75	PvdQ inh	phage Ecoli inh
Cc1c(C(=O)N(C)CC(=O)Nc2cccc(F)c2)oc2c(Cl)cccc12	-0.9	7	2	1.0	-1.5	-7	-10	x	11	2.2
CCCCN(C(=O)c1ccccc1OCc1ccc(F)cc1)c1c(N)n(CC(C)C)c(=O)[nH]c1=O	2.0	-64	0	4.8	-2.6	0	2	11	13	-0.7
O=C(NN1CCOCC1)c1ccccc1F	-0.3	-2	1	-0.8	-3.5	-1	-2	-7	-2	1.8
COc1ccc(-c2[nH]ncc2CNC(C)CCn2cccn2)c(F)c1 (stereo not drawn)	0.1	-11	5	-0.8	-0.4	1	-4	1	-12	0.8
O=C(COC(=O)c1ccccc1-c1nc2ccccc2s1)Nc1ccccc1C(F)(F)F	-1.6	6	-1	0.1	-0.7	-4	-2	12	4	1.4
O=C(NCc1ccccc1)c1ccc(NC(=O)c2ccccc2F)cc1	0.3	2	1	0.9	-2.3	0	-1	-9	1	-0.4
CC(C)Sc1nc2c(c(=O)n1-c1ccc(F)cc1)SCC2	3.1	-40	-8	1.3	-1.8	-2	-2	7	-14	2.3
